Compound activity as filed in PubChem BioAssay.
WT yeast gro inh: growth inhibition of WT strain, primary screen, mitochondrial fusion inhibitor project, WT and mutant strains, chemical genetic; 190,000 compounds, 2.1% hits; mitochondrial fusion phenotypic screen; inhibition, % at 10 µM; in the data active means inhibition above about 58%; tested in S. cerevisiae
UTI89 phage lysis: inhibition of K1F phage lysis, E. coli UTI89, bacterial capsule biogenesis inhibitors, alamar blue (AID 488966) | E. coli UTI89 K1F phage lysis, alamar blue, 2 h; higher % means a stronger effect | inhibition, % at 100 µM; hits with a dose series show IC50 in µM | 340,000 compounds, 0.02% hits;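 active means phage lysis inhibition, versus mean bacterial control, above a set limit; inconclusive means no clear call, values can overlap the other calls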;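 further: capsule biogenesis inhibitors block K1F phage lysis so surviving cells raise fluorescence; higher fluorescence means more inhibition of phage lysis; actives were called in the ten point dose series up to 300 µM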
GPR35 antagonists: GPR35 antagonists blocking zaprinast-driven arrestin recruitment, primary screen, imaging, U2OS, beta-arrestin-GFP, zaprinast agonist (AID 2058); one-dose inhibition, % at 10 µM; IC50 in µM for titrated hits; U2OS GPR35 beta-arrestin-GFP translocation imaging, zaprinast antagonism; higher % means a stronger effect; G-protein coupled receptor 35 (Homo sapiens); 290,000 compounds, 0.052% hits;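 active means inhibition of at least 50% with at least 30 cells and total cytoplasm GFP at most 10,000,000; inconclusive means under 30 cells or total GFP of 10,000,000 plus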
RSV CPE inhibition: RSV antiviral activity via CPE protection, HEp-2 cells, primary 10 µM value included (AID 2391); HEp-2 cells, RSV-induced CPE inhibition; higher % means a stronger effect; CPE inhibition, % at 10 µM, or IC50 in µM where a hit was titrated; 310,000 compounds, 0.13% hits; in the data active means a potency from the dose series; inconclusive means CPE inhibition mostly from about 23% at the one dose, without a potency; inactive means the rest, 99 in 100 with CPE inhibition below about 21%; further: strong numbers were not always called active
Autophagy HCS: autophagy modulators in MEF cells, primary screen, imaging, high-content, MEF GFP-LC3. MEF GFP-LC3 puncta imaging; test concentration mostly 10 µM. calls only at 10 µM (by protocol). 190,000 compounds, 0.98% hits. AID 463193, 2010;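 active means percentage of spot-positive cells more than 3 SD above its plate mean, without a fluorescence outlier flag or 80% toxicity; inconclusive means no clear call, values can overlap the other calls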;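 further: spot-positive cell cutoff set from DMSO-treated cells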
LYP inhibition: inhibitors of LYP phosphatase, biochemical, fluorescence intensity, uHTS (AID 1779); Tyrosine-protein phosphatase non-receptor type 22 (Homo sapiens); recombinant LYP phosphatase, fluorescence intensity; higher % means a stronger effect; inhibition, % at 11.5 µM; hits with a dose series show IC50 in µM; 290,000 compounds, 0.054% hits; in the data active means inhibition above about 50%;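 further: plate controls were vehicle with enzyme for no effect and no enzyme for full effect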
AID2073: inhibitors of Mint1-CaV2.2 protein interaction, biochemical, HTRF (AID 2073); Voltage-dependent N-type calcium channel subunit alpha-1B (Homo sapiens); inhibition, % at 20 µM; hits with a dose series show IC50 in µM; 290,000 compounds, 0.19% hits; HTRF protein-protein interaction, Mint1-CaV2.2; higher % means a stronger effect; in the data active means inhibition mostly above about 51%, no sharp cut-off; inconclusive means no clear call, values can overlap the other calls; inactive means mostly below about 53%; further: some results filed as inactive read as strong as hits
Dengue-2 NS5 capping: Dengue-2 NS5 methyltransferase inhibitors, primary screen, biochemical, confirmation dose response (AID 588689) | Dengue-2 NS5 methyltransferase capping enzyme assay, biochemical; higher % means a stronger effect | 340,000 compounds, 0.3% hits | inhibition, % at 25 µM, or IC50 in µM where a hit was titrated; in the data active means a potency from the dose series; inconclusive means inhibition above about 29% without an active follow-up result
NTR1 ag: agonists of NTR1, primary screen, imaging, U2OS cells, beta-arrestin-GFP, high content (AID 493036); 330,000 compounds, 0.17% hits; activation, % at 20 µM; NTR1-U2OS beta-arrestin-GFP spot imaging, agonist mode;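 active means activation at or above 40% of the spot to cytoplasm intensity ratio, with at least 20 cells analyzed; inconclusive means wells under 20 cells, flagged as cytotoxic or low count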;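 further: 0% = DMSO without peptide and 100% = 100 nM NTR1 peptide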
Target sequence (P30989 whole entry, looked up): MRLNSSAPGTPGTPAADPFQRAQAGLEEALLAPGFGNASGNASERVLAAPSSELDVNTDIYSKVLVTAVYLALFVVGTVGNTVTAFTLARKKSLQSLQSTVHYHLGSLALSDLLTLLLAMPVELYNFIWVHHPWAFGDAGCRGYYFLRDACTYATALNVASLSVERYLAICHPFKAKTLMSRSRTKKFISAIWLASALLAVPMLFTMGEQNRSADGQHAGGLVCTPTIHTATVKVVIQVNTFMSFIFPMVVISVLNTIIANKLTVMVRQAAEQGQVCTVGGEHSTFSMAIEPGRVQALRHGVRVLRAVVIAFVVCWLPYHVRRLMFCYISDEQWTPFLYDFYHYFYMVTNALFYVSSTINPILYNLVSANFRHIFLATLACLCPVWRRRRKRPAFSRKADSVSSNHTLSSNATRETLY
WT yeast gro inh mutant strain: recorded beside WT yeast gro inh, whose call it bears; inhibition, %; mitochondrial fusion phenotypic screen, mutant strain inhibition
Autophagy HCS cell loss 18 h: recorded beside Autophagy HCS, whose call it bears; toxicity, %; measured here: cell loss, nuclei count;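 cell loss after 18 h compound exposure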
NTR1 ag cell count 20 µM: further read-out of NTR1 ag, marked with its call; cell count; measured here: cell count, cytotoxicity flag
Dengue-2 NS5 capping pilot replicate: also measured in Dengue-2 NS5 capping; calls as there; inhibition, %; measured here: pilot screen replicate inhibition
* = called active by the depositor; i = inactive; ? = inconclusive; · = not tested or not shown; + = active, no number; [ ] = remark or other dose.

SMILES	WT yeast gro inh	WT yeast gro inh mutant strain	UTI89 phage lysis	GPR35 antagonists	RSV CPE inhibition	Autophagy HCS	Autophagy HCS cell loss 18 h	LYP inhibition	AID2073	Dengue-2 NS5 capping	NTR1 ag	NTR1 ag cell count 20 µM	others
Cn1c(N)c(C(=O)c2ccc(Cl)cc2)c(=O)n(C)c1=O	-20	12	4.4%	-3%	0.8%	i	-3	-3%	5%	-7%	1.2	54
N#Cc1ccc(-c2ccccc2)nc1SCC(=O)c1cccc(Cl)c1	11	-4	-0.5%	0%	5.3%	+	-1.0*	1%	18%	15%	-2.6	62
O=C1c2ccc([N+](=O)[O-])cc2C(=O)N1Cc1cccnc1	·	·	-0.1%	-2%	-0.6%	·	·	-8%	9%	0%	0.2	56
COc1ccccc1/C=C/C(=O)OC(C)CN1CCOCC1 (centres undefined)	15	4	0.4%	3%	1.3%	i	5	-4%	11%	-7%	0.6	79	Dengue-2 NS5 capping pilot replicate=-0.3
CCCOc1ccc(-c2c(C(=O)N/N=C/c3cccs3)nnn2-c2nonc2N)cc1	·	·	0.5%	14%	3.1%	·	·	-5%	4%	-4%	7.3	74
COCCNC(=O)[C@@]1(C)C=C[C@@H](Cc2ccccc2)N1C(=O)c1ccccc1	·	·	-0.2%	-2%	-0.3%	·	·	-7%	0%	-8%	-2.9	90
O=C1CS/C(=N\c2ccccn2)N1C1CCCCC1	-57	-10	0.1%	20%	-0.7%	i	-2	1%	5%	5%	0.4	50
Cc1cc(NC(=O)CSCC(=O)N(C)Cc2c(F)cccc2Cl)no1	·	·	0.5%[50 µM]	·	2.1%	·	·	·	·	-2%	0.5	66
COc1ccc(CC(=O)Nc2ccc(S(=O)(=O)Nc3ncccn3)cc2)cc1	10	11	1.0%	2%	2.5%	i	-7	-1%	4%	-5%	0.8	46
CCOC(=O)C1=C(C)Nc2[nH]c(=O)[nH]c(=O)c2C1c1cccs1 (centres undefined)	-11	-13	-0.3%	8%	2.3%	i	2	5%	12%	-1%	-1.3	80
O=C(CCc1nnc2n(Cc3ccc(F)cc3)c(=O)c3ccccc3n12)NCCN1CCOCC1	·	·	-0.6%	-3%	-0.6%	·	·	-12%	7%	-1%	-2.2	45
COc1cccc(C(=O)Nc2ccc3c(c2)n(C)c(=O)n3C)c1	·	·	0.0%	1%	2.3%	·	·	-8%	3%	-2%	2.1	48	Dengue-2 NS5 capping pilot replicate=3.0

The last 5 entries of the section above lead into the next.
SMILES	WT yeast gro inh	WT yeast gro inh mutant strain	UTI89 phage lysis	GPR35 antagonists	RSV CPE inhibition	Autophagy HCS	Autophagy HCS cell loss 18 h	LYP inhibition	AID2073	Dengue-2 NS5 capping	NTR1 ag	NTR1 ag cell count 20 µM	others
Cc1cc(NC(=O)CSCC(=O)N(C)Cc2c(F)cccc2Cl)no1	·	·	0.5%[50 µM]	·	2.1%	·	·	·	·	-2%	0.5	66
COc1ccc(CC(=O)Nc2ccc(S(=O)(=O)Nc3ncccn3)cc2)cc1	10	11	1.0%	2%	2.5%	i	-7	-1%	4%	-5%	0.8	46
CCOC(=O)C1=C(C)Nc2[nH]c(=O)[nH]c(=O)c2C1c1cccs1 (centres undefined)	-11	-13	-0.3%	8%	2.3%	i	2	5%	12%	-1%	-1.3	80
O=C(CCc1nnc2n(Cc3ccc(F)cc3)c(=O)c3ccccc3n12)NCCN1CCOCC1	·	·	-0.6%	-3%	-0.6%	·	·	-12%	7%	-1%	-2.2	45
COc1cccc(C(=O)Nc2ccc3c(c2)n(C)c(=O)n3C)c1	·	·	0.0%	1%	2.3%	·	·	-8%	3%	-2%	2.1	48	Dengue-2 NS5 capping pilot replicate=3.0
Nc1[nH]ncc1S(=O)(=O)c1ccccc1	·	·	0.1%	-8%	-0.3%	·	·	-11%	9%	-1%	-0.6	98
[N-]=[N+]=CC(=O)CNC(=O)[C@@H](Cc1ccccc1)N1C(=O)c2ccccc2C1=O	-7	1	4.8%	1%	-0.2%	i	11	-9%	-4%	-4%	-0.9	72
COc1ccc2c(-c3ccccc3)cc(SCC(=O)NC3CCS(=O)(=O)C3)nc2c1 (centres undefined)	1	7	0.1%	3%	1.2%	i	-7	-1%	36%	-2%	-0.1	79
Cc1cccnc1NC(=O)Nc1cccc2ccccc12	-23	-11	0.2%	-2%	2.4%	i	-4	-12%	-8%	7%	2.1	49
CCOc1cc2c(C#N)c(N(CC)CC)nc(N)c2c(N)n1	·	·	-0.5%	·	7.5%	·	·	·	·	6%	6.2	82
O=C(CSc1nc(-c2ccco2)cc(C(F)(F)F)n1)N1CCSCC1	12	9	5.8%	-8%	0.6%	i	-8	0%	-3%	-3%	1.6	39
CN(C)CCN1C(=O)C(=O)/C(=C(/O)c2ccc3c(c2)OCCO3)C1c1ccccn1 (centres undefined)	·	·	-1.8%	-4%	·	·	·	2%	20%	-6%	1.4	51
O=c1[nH]c2ccccc2cc1-c1nnn(-c2ccc(Cl)c(Cl)c2)n1	·	·	-0.8%	·	3.6%	·	·	·	·	-1%	-0.6	89
COc1cccc(-n2nnnc2SCC(=O)Nc2ccc(OC)cc2OC)c1	·	·	0.2%	-2%	2.7%	·	·	-11%	5%	-6%	1.2	61
Cc1cccc(Nc2nc(N)c([N+](=O)[O-])c(N3CCN(C)CC3)n2)c1	-1	-5	0.3%	-17%	1.9%	i	22	4%	5%	-12%	-2.4	65
O=C(O)C1CCCN1S(=O)(=O)c1ccc2ccccc2c1 (centres undefined)	-15	-8	-0.5%	23%	3.4%	i	23	-4%	6%	-3%	-2.3	71
NCCNc1ccc([N+](=O)[O-])cc1	·	·	-1.6%[50 µM]	2%	-1.4%	·	·	-4%	-7%	1%	0.4	55
Cc1c2cnn(-c3ccccc3)c(=O)c2c(C)n1CCCC(=O)N1CCN(c2ncccn2)CC1	26	-1	0.1%	-2%	·	i	23	-5%	-2%	2%	·	·
CCc1noc(C)c1C(=O)Nc1ccc(Cl)c(S(=O)(=O)N2CCCCC2)c1	·	·	0.6%[50 µM]	·	?	·	·	·	·	8%	0.5	60
COc1ccccc1OCc1nnc(SCC(=O)N2CCCC2)o1	·	·	-0.2%	4%	1.3%	·	·	-8%	1%	7%	-1.9	42
Cc1ccc(O)c(NC(=O)c2cc(-c3ccc(F)cc3)on2)c1	-11	13	2.6%	1%	0.4%	i	5	-2%	23%	-3%	0.1	35
CCOC(=O)C1=C(CS(=O)(=O)c2ccccc2)NC(=O)NC1c1cccc(OC)c1 (centres undefined)	6	1	0.2%	5%	1.6%	i	1	-8%	-11%	-15%	-0.9	93
COc1ccc(C2CC(c3cccs3)=NN2C(=O)CSc2nc(=O)n3ccc(C)cc3n2)cc1 (centres undefined)	·	·	0.0%[50 µM]	·	13%	·	·	·	·	-9%	3.3	49
COc1ccc(OCC(=O)NS(=O)(=O)c2ccccc2)cc1	·	·	0.4%	-13%	0.1%	·	·	-12%	2%	4%	0.8	50
CCOc1ccc(S(=O)(=O)n2nnc3ccccc32)cc1C	-14	-10	·	12%	-0.4%	i	2	-1%	4%	·	1.7	51
CC(=O)N(Cc1ccco1)C1(C(=O)NC2CCCCC2)CCCCC1	3	-5	-0.6%	-4%	-0.6%	i	-15	3%	6%	-10%	-0.2	48
CCOC(=O)N1CCN(CCC(=O)Nc2cc([N+](=O)[O-])ccc2OC)CC1	-8	-19	-10%	-12%	2.2%	i	-5	-4%	5%	-4%	2.2	41
CCN(C(=O)CSc1nnc(-c2ccc(OC(F)F)cc2)n1N)C1CCS(=O)(=O)C1 (centres undefined)	·	·	-0.4%[50 µM]	·	0.2%	·	·	·	·	-9%	1.4	60
COc1ccc(C#Cc2c(-c3ccsc3)oc3ccc(-c4cc(OC)c(OC)c(OC)c4)cc23)cc1	·	·	-0.4%	·	-0.7%	·	·	·	·	-4%	-1.6	94
O=C(COc1ccc(Cl)cc1)N1CCN(C(=O)c2ccccc2F)CC1	·	·	0.2%	-1%	2.5%	·	·	-8%	6%	-1%	-0.9	48
CCC(C)(C)NC(=O)C(c1ccccc1F)N(C(=O)c1ccn[nH]1)c1ccccc1 (centres undefined)	-1	-5	2.3%	4%	-0.5%	i	-3	-4%	6%	2%	-2.3	78
CCc1ccccc1NC(=O)CCC(=O)Nc1nnc(C(C)C)s1	·	·	0.1%	-15%	1.4%	·	·	-8%	13%	-9%	-0.8	72
O=C(CSc1nccn1-c1ccc(Cl)cc1)N1CCCc2ccccc21	-4	-4	-0.5%	14%	5.4%	i	3	-1%	1%	-5%	0.8	65
CCC(c1ccccc1)c1nc(-c2ccccn2)no1 (centres undefined)	7	20	0.0%	1%	1.6%	i	-2	1%	6%	-1%	-0.7	38
O=C(Cn1cc2c(n1)CCCC2)NCc1ccccn1	1	6	-1.0%	5%	2.0%	i	15	0%	1%	1%	-2.7	50
CC(C)NC(=O)CCCc1c[nH]c2ccccc12	-1	3	0.1%	13%	-0.3%	i	-5	-5%	-1%	-2%	0.0	54
COc1ccccc1CNC(=O)c1ccccc1N	9	22	3.7%	14%	2.5%	i	-12	-10%	5%	2%	0.9	54
COc1ccc(COc2ccccc2C(=O)Nc2ccccn2)cc1[N+](=O)[O-]	1	9	0.4%	16%	2.1%	i	0	-5%	0%	-3%	-0.4	44
COc1ccccc1/C=C/C=N/N1CCN(c2ccccn2)CC1	11	8	0.0%	10%	1.4%	i	4	-3%	-3%	-16%	1.2	69
CC(=O)Nc1ccc(C2(O)COc3ccccc3O2)cc1 (centres undefined)	2	19	-0.6%	-8%	0.3%	i	-8	-4%	13%	-5%	-0.5	48
CC1=C(C(=O)Nc2ccccc2F)C(c2ccsc2)C2=C(CC(c3ccccc3)CC2=O)N1 (centres undefined)	13	19	0.3%	5%	5.1%	i	38	-3%	21%	·	2.2	65
O=[N+]([O-])c1ccccc1/C=C/C=N/n1c(-c2cc(-c3ccccc3)n[nH]2)n[nH]c1=S	·	·	-0.3%	0%	·	·	·	0%	4%	6%	3.5	60

Entries shown so far containing a cyano group:
SMILES	WT yeast gro inh	WT yeast gro inh mutant strain	UTI89 phage lysis	GPR35 antagonists	RSV CPE inhibition	Autophagy HCS	Autophagy HCS cell loss 18 h	LYP inhibition	AID2073	Dengue-2 NS5 capping	NTR1 ag	NTR1 ag cell count 20 µM	others
N#Cc1ccc(-c2ccccc2)nc1SCC(=O)c1cccc(Cl)c1	11	-4	-0.5%	0%	5.3%	+	-1.0*	1%	18%	15%	-2.6	62
CCOc1cc2c(C#N)c(N(CC)CC)nc(N)c2c(N)n1	·	·	-0.5%	·	7.5%	·	·	·	·	6%	6.2	82
